Assay outcomes deposited in PubChem by National Center for Advancing Translational Sciences (NCATS).
S2 tox = viability counter-screen for ATXN expression inhibitors; Potency, µM (doses to about 56.7 µM), usual class: cytotoxic; S2 cells (HEK-293 line with an ATXN2-luciferase reporter) viability, CellTiter-Fluor protease fluorescence, 24 h; AID 651635; 0.49% of 400,000 active; also: potency is read from the fitted curve at half-maximal effect; nearly all actives have a fitted effect of over 40% in size
ATXN2 expr inh = ATXN2 expression inhibition; HEK-293 ATXN2-luciferase reporter, luminescence, 24 h; Potency, µM (highest dose often 57 µM), without a hit: top-dose activity change, negative = inhibition, hits mostly inhibitors; 0.72% of 360,000 active; also: potency is read from the fitted curve at half-maximal effect; % is scaled to controls: 0 for no effect and ±100 for the full control effect; nearly all actives have a fitted effect of over 55% in size
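ATXN2-luciferase reporter cells (luciferase flanked by upstream and downstream ATXN2 gene portions) were treated 24 h at 37 °C with compounds at up to 57 uM. SteadyGlo luminescence gave expression; GF-AFC fluorescence gave viability.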
HepG2 tox = HepG2 cytotoxicity, counter-screen for TGF-b inhibitors. HepG2 CAGA-GFP viability, ATP luminescence, 18 h. Potency, µM (doses to about 46.1 µM), inactives show at the top dose activity change, negative = cytotoxicity, most hits filed as cytotoxic. 0.76% of 410,000 active; also: potency is read from the fitted curve at half-maximal effect; some results filed as inactive show a strong effect at the top dose
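HepG2 CAGA-GFP cells (1000/well, DMEM with 1% FBS) received compound, then TGF-beta at 500 pg/mL final, and were incubated 18 hours at 37 degrees C. Viability was read by CellTiter-Glo luminescence. Media-only wells were set as complete cell-killing and DMSO as no toxicity.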
Nrf2 block = blocks Nrf2 signaling | A549 ARE-Fluc reporter, luciferase luminescence, 18-24 h | Potency, µM (top dose mostly 46 µM), inactives show at the top dose activity change, negative = inhibition, actives largely listed as inhibitors | 2.1% of 360,000 active | AID 504444; also: potency is read from the fitted curve at half-maximal effect; % is scaled to controls: 0 for no effect and ±100 for the full control effect; nearly all actives have a fitted effect of over 60% in size
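Nrf2 function is reported as luminescence of an ARE-controlled luciferase in A549 cells. Compounds were tested at several concentrations, and a CellTiter-Fluor read on the same wells flagged cytotoxicity.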
A549 tox = counter-screen for Nrf2 inhibitors: cytotoxicity in A549 cells. A549 ARE-Fluc cells, CellTiter-Fluor viability, 18-24 h. 0.16% of 390,000 active. Potency, µM (series often up to 46 µM), for the others: at the highest dose activity change, negative = cytotoxicity, usual class: inhibitors; also: potency is read from the fitted curve at half-maximal effect; % is scaled to controls: 0 for no effect and ±100 for the full control effect
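A549 ARE-Fluc cells in 5% FBS OPTI-MEM, 5000 cells/well, rested 2 h then exposed to compounds in concentration-response for 18-24 h at 37 °C. Viability by CellTiter-Fluor fluorescence (Ex 405/Em 525) after 30 min; luciferase luminescence (BugLite, 15 min, RT) read afterwards.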
Nrf2 activator = activators of Nrf2 (ARE) signaling; AREc32 ARE-luciferase reporter (MCF7-derived line), luminescence, 24 h; Potency, µM (highest dose often 46.1 µM), for the others: top-dose activation, hits mostly activators; 0.31% of 410,000 active; AID 624171; also: potency is read from the fitted curve at half-maximal effect; % of control where 0% means no effect; nearly all actives have a fitted effect of over 65% in size
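Luminescent ARE reporter assay in AREc32_Fluc cells: overnight plating at 37 deg C, 24 hr compound incubation, Steady-Glo added, 30 min RT before reading.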
EPAC2 ag = activates human EPAC2 exchange factor. Q8WZA2. EPAC2 activation, biochemical qHTS; response scale: 100% = 6.5 mM cAMP response. Potency, µM (highest dose often 154 µM), for the others: top-dose activation, usual class: activators. 0.079% of 360,000 active. AID 720711; also: potency is read from the fitted curve at half-maximal effect; nearly all actives have a fitted effect of over 50% in size
Target sequence (Q8WZA2 whole entry, looked up): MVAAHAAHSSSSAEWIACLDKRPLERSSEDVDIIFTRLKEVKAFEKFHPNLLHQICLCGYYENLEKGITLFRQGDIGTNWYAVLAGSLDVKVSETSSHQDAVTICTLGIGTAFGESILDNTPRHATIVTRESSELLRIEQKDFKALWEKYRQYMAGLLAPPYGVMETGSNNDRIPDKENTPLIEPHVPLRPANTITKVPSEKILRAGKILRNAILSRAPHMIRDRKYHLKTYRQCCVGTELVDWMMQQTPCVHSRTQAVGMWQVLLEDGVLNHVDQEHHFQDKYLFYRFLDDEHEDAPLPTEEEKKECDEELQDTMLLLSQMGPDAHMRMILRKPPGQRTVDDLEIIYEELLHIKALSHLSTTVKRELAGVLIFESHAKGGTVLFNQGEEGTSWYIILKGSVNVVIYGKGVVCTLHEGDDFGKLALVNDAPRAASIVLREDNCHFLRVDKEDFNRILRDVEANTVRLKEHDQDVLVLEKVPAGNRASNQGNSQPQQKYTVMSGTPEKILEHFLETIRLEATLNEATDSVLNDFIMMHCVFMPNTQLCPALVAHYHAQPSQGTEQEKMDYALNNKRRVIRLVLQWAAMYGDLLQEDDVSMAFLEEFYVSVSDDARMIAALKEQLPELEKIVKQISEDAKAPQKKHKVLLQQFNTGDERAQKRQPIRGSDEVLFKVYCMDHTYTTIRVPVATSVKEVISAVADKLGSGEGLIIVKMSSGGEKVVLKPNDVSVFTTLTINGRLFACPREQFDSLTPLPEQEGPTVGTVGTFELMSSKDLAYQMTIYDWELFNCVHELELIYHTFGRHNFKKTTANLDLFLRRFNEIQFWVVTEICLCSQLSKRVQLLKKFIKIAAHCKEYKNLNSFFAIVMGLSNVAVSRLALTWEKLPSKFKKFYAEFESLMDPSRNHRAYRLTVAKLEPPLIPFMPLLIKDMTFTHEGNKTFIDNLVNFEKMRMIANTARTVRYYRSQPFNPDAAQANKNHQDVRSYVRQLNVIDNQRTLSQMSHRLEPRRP
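qHTS, titration series. 100 nM EPAC2 / 250 nM Rap1B-BODIPY-GDP / 50 uM GDP; RT; ex 480/em 540 nm, 5-min reads to 30 min. Norm. to 6.5 mM cAMP = activation.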
TGFb SMAD3 inh = TGF-b pathway inhibition. HepG2 CAGA-GFP TGF-b/SMAD3 reporter, GFP fluorescence, 18 h; TGF-beta stimulated, 500 pg/mL final. 1.2% of 410,000 active. Potency, µM (doses to about 46.1 µM), for the others: at the highest dose activity, negative = inhibition, usual class: inhibitors; also: potency is read from the fitted curve at half-maximal effect; % is scaled to controls: 0 for no effect and ±100 for the full control effect; nearly all actives have a fitted effect of over 65% in size
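First, reporter cells (HEPG2 CAGA-GFP) rested 2 h at 37 degrees C. Next, compounds were pinned in and TGF-beta added to 500 pg/mL final. After 18 h, GFP was imaged per cell and summed per well.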
IL2 activator = IL-2 activation. IL-2 activation reporter assay, cell-based qHTS; stimulated with anti-CD3/CD4/CD28 beads; in transgenic mouse T cells. activation, % (series mostly up to about 46 µM). 0.065% of 360,000 active. AID 652025; in the data active = activation above about 50%; inconclusive = mostly about 30% to 49%; also: 0% is about no effect
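First, unstimulated transgenic mouse T cells were exposed to compound for 60 min. Next, anti-CD3/anti-CD4-coated beads with anti-CD28 were added. Finally, after 18 h at 37 degrees C, EGFP and DsRed were imaged.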
Numbers without * were called inactive; i = inactive; u = inconclusive; x = no result given; & = joins results of further samples; [ ] = remark or other dose. Unless noted, calls follow the shape of the dose curve; as a rule, active = well fitted curve in the direction sought with a large enough effect; inconclusive = small, poorly fitted or top-dose-only effect, or another doubt; inactive = no such curve, though single readings can be large; an effect the other way counts as inactive or inconclusive.

SMILES	S2 tox	ATXN2 expr inh	HepG2 tox	Nrf2 block	A549 tox	Nrf2 activator	EPAC2 ag	TGFb SMAD3 inh	IL2 activator
O=C(CCn1c(=S)[nH]c2ccccc2c1=O)Nc1cccc(Cl)c1	u	x	-22.3%	-29.7%	-1.5%	0.5%	3.8%	u	2.8
Cc1ccc(CNC(=O)c2nn(C)c3c2CS(=O)(=O)c2ccccc2-3)cc1	i	-0.1%&9.6%	-8.4%&-2.9%	18.8%&-3.6%	2.3%&5.1%	-0.6%&0.3%	2.6%	-10.4%&-21.3%	-1.5
CC(=O)N1CCc2cc(S(=O)(=O)N3CC(C)CC(C)C3)ccc21 (configuration not stated)	i	-1.6%	-0.8%	u	-2.1%	0.2%	-6.5%	2.4%	-2.3
CCOc1ccccc1C(=O)N[C@H](C(=O)OCc1cc(=O)oc2cc(C)ccc12)C(C)C	i	-22.1%	0.0%	u	0.2%	5.6%	23.8%	u	-4.5
COc1ccc(C2=NOC3(CC(=O)N(c4ccc(F)cc4)C3=O)C2)cc1 (configuration not stated)	i	1.0%	-17.5%	-22.7%	-6.0%	-0.1%	5.0%	1.3%	1.0
O=C(COc1ccc(S(=O)(=O)N2CCOCC2)cc1)NCc1ccccc1	i	0.5%	0.0%	5.9%	2.3%	-0.1%	14.4%	-3.2%	4.7
COc1cc(NC(=O)CCn2c(-c3ccccc3)cc(C(C)=O)c2C)cc(OC)c1	x	x	-22.8%	x	-2.2%	7.9%	x	-12.3%	x
CC(=O)OC[C@H]1O[C@@H](Sc2cccc3cccnc23)[C@H](OC(C)=O)[C@@H](OC(C)=O)[C@@H]1OC(C)=O	i	5.4%	16.5%	-5.9%	2.0%	0.2%	-3.7%	6.1%	0.0
Cc1ccc(NC(=O)CCS(=O)(=O)c2ccc3c(c2)NC(=O)C(C)S3)nc1 (configuration not stated)	i	x	15.2%	8.6%	-0.3%	-0.1%	17.9%	5.2%	1.0
CCOC(=O)c1nnc(-c2ccc(C)cc2)nc1Sc1cccc(Cl)c1	i	-16.7%	9.7%	-2.5%	0.5%	0.3%	7.2%	-0.2%	-1.1
COc1ccc(C(c2oc(CO)cc(=O)c2O)c2oc(CO)cc(=O)c2O)cc1OC	u	-7.8%[2.22 µM]	5.3%	16.5%	-2.6%	-0.6%	3.1%	5.6%	-1.7
N#C/C=C(/c1ccc(F)cc1)N1CCOCC1	i	-7.7%	-7.6%	-9.1%	-3.7%	-1.0%	5.5%	-20.8%	0.0
CN(C)S(=O)(=O)c1cccc(-c2nn(-c3ccccc3)cc2/C=C(\C#N)c2nc3ccccc3[nH]2)c1	i	-7.3%	4.5%	u	-10.6%	0.3%	5.4%	-8.2%	-2.8
CSCC[C@H](NC(=O)C1CCN(S(=O)(=O)c2ccc(C)cc2C)CC1)c1nc2ccccc2[nH]1	u	-7.1%	0.3%	u	-19.6%	0.0%	4.8%	-16.7%	3.3
c1ccc2c(N3CCCCCC3)nc(-c3ccncc3)nc2c1	u	u	-34.6%	-29.3%	3.5%	0.0%	18.3%	-16.2%	4.7

Fetched by compound from the entries so far (four):
SMILES	S2 tox	ATXN2 expr inh	HepG2 tox	Nrf2 block	A549 tox	Nrf2 activator	EPAC2 ag	TGFb SMAD3 inh	IL2 activator
Cc1ccc(NC(=O)CCS(=O)(=O)c2ccc3c(c2)NC(=O)C(C)S3)nc1 (configuration not stated)	i	x	15.2%	8.6%	-0.3%	-0.1%	17.9%	5.2%	1.0
N#C/C=C(/c1ccc(F)cc1)N1CCOCC1	i	-7.7%	-7.6%	-9.1%	-3.7%	-1.0%	5.5%	-20.8%	0.0
CC(=O)OC[C@H]1O[C@@H](Sc2cccc3cccnc23)[C@H](OC(C)=O)[C@@H](OC(C)=O)[C@@H]1OC(C)=O	i	5.4%	16.5%	-5.9%	2.0%	0.2%	-3.7%	6.1%	0.0
CCOC(=O)c1nnc(-c2ccc(C)cc2)nc1Sc1cccc(Cl)c1	i	-16.7%	9.7%	-2.5%	0.5%	0.3%	7.2%	-0.2%	-1.1

(next part)
SMILES	S2 tox	ATXN2 expr inh	HepG2 tox	Nrf2 block	A549 tox	Nrf2 activator	EPAC2 ag	TGFb SMAD3 inh	IL2 activator
Cc1cc([N+](=O)[O-])nn1CCCC(=O)Nc1cc(Oc2ccc(F)cc2)cc([N+](=O)[O-])c1	i	6.0%	7.0%	-18.0%	-5.8%	-0.5%	14.8%	9.4%	-4.3
CN(/C(=N\S(=O)(=O)c1ccccc1)c1ccccc1)c1ccc(O)cc1	u	x	-21.8%	11.4%	-7.2%	-0.3%	5.1%	-5.3%	-0.5
CCOC(=O)C(=O)/C(=C\N(C)C)c1onc(-c2c(F)cccc2Cl)c1C(=O)OC	u	-18.2%	6.6%	-7.0%	-2.8%	-0.3%	-4.2%	29.8%	-2.3
COC(=O)c1ccc(NS(=O)(=O)NC(=O)c2cn(C)c3ccccc23)cc1	i	x	15.0%	-9.2%	-12.0%	-1.3%	5.5%	9.4%	0.2
O=C(NCCC1=CCCCC1)C(=O)NCC(c1ccco1)N1CCN(c2ccccc2F)CC1 (configuration not stated)	u	u	6.0%	-15.4%	-4.6%	-0.5%	-5.4%	-14.5%	-1.9
COc1ccc(-c2csc(NC(=S)NC(=O)c3cccs3)n2)cc1Br	u	-37.3%	0.8%	1.8%	-9.9%	-0.7%	9.3%	7.0%	1.5
O=C(CC1Oc2ccccc2NC1=O)NCc1ccccc1 (configuration not stated)	i	3.8%	0.6%	-22.7%	-0.8%	0.2%	3.8%	-4.2%	-0.4
COc1cccc(NC(=O)Nc2ccc3nsnc3c2)c1	u	3.3%	-33.4%	u	-5.9%	0.3%	13.6%	u	-1.5
CN(Cc1ccccc1)S(=O)(=O)c1ccc(Cl)c(C(=O)N2CCOCC2)c1	u	x	-6.4%	x	x	0.4%	-13.2%	-14.3%	2.8
O=C(CSc1nc2ccccc2nc1Cc1ccc(Cl)cc1)N1CCCc2ccccc21	i	u	-16.5%	x	-2.9%	3.6%	x	-9.2%	x
COc1ccccc1CCNC(=O)c1ccc(C)o1	i	18.1%	-18.8%	-49.8%	4.6%	1.8%	9.1%	-1.7%	-0.2
COc1ccc(C(C)=O)cc1CC1(C)C(=O)Nc2ccc(-c3cccc(C(F)(F)F)c3)cc21 (configuration not stated)	i	u	-106.0%	x	x	-3.7%	-9.0%	15.8µM*	-0.9
Cc1sc2ncnc(NCC(c3ccco3)N3CCCC3)c2c1C (configuration not stated)	i	-17.0%	-9.9%	-2.4%	-0.3%	3.1%	-2.9%	6.8%	1.2
O=C(O)CCNC(=O)/C(=C\c1ccco1)NC(=O)c1ccco1	u	x	-18.5%	-4.0%	-4.1%	2.4%	3.8%	4.5%	-0.1
COc1cccc(-c2ccc(SCc3ccccn3)nn2)c1	i	18.2%	-18.2%	-18.4%	-0.7%	2.1%	9.1%	4.3%	-0.4
C=CCNC1=C(Cl)C(=O)c2ccccc2C1=O	i	-35.7%	12.6µM*	16.4µM*	u	u	5.7%	u	-0.8
Cc1ccc(CNS(=O)(=O)c2ccc3c(c2)CC(C)N3C(=O)C2CCC2)cc1 (configuration not stated)	i	-6.6%	2.9%	u	10.6%	3.0%	x	-24.4%	x
CC(C)(O)CN(C(=O)c1ccccc1)C1CCCCC1	i	4.5%	6.0%	-4.8%	-10.8%	-1.2%	-4.3%	-0.8%	-3.7
CC1(C)Cc2c(sc3ncnc(N)c23)CO1	i	-1.3%	-13.4%	-19.8%	-6.1%	0.4%	5.6%	4.6%	0.4
CC1(C(=O)NS(=O)(=O)c2ccc(F)cc2F)CCN1C(=O)CC1CC1 (configuration not stated)	i	-3.8%	-30.7%	x	x	0.7%	2.4%	2.3%	0.7
O=C(CSc1n[nH]c(C2CCCC2)n1)NC1CCCC1	i	5.2%	-30.4%	-4.9%	-10.8%	-0.3%	6.1%	3.4%	-0.7
CN1CCN(C(=O)/C(=C/c2cccs2)NC(=O)c2ccco2)CC1	u	u	-10.7%	-1.8%	-5.2%	-0.1%	6.1%	-4.2%	0.7
C=C1C(=O)OC2C1C(OC(=O)C(C)=CC)CC(=C)C1C(O)C3OC3(C)C21O (configuration not stated)	i	-2.3%	-9.6%	-17.8%	-6.4%	u	-6.8%	0.0%	-4.7
Cc1cc(=O)n2nc(N3CCC(C(=O)Nc4ccc(Br)cc4F)CC3)sc2n1	i	-4.7%	-9.1%	-7.6%	-3.0%	0.0%	x	-28.4%	x
CC(=O)Nc1ccc(S(=O)(=O)NNC(=O)CCc2ccccc2)cc1	i	1.0%	8.4%	0.5%	1.1%	-1.0%	-3.2%	26.2%	1.1
Cc1oc(-c2cccc(Cl)c2)nc1CN1CCC(C(=O)NCC2CCCO2)CC1 (configuration not stated)	x	x	-5.0%	1.5%	0.5%	-0.3%	2.8%	1.1%	-0.3
Cc1ccc(C(=O)NCCCc2ccccc2)c(C)c1	i	82.8%[activator][11.3 µM]	9.4%	u	-5.0%	0.6%	18.7%	7.5%	0.1
COC(=O)c1ccc(NC(=O)CN2CCN(c3ccccc3)CC2)cc1	i	2.5%	0.6%	-2.2%	2.4%	0.1%	-6.3%	3.3%	3.5
CCCC1(C(=O)OCC)NC(c2cc(OC)c(OC)c(OC)c2)C2C(=O)N(CC)C(=O)C21 (configuration not stated)	i	2.3%	-0.3%	10.8%	-5.5%	1.9%	-2.9%	8.9%	-0.6
COc1ccc(CNC(=O)CN(c2ccc(C(C)=O)cc2)S(=O)(=O)c2ccc(C)cc2)cc1OC	i	0.3%	-1.6%	-0.8%	-1.0%	2.1%	-3.2%	14.5%	-0.8
Cc1ccc(NC(=O)c2oc3ccc(S(=O)(=O)N(C)C4CCCCC4)cc3c2C)cc1Cl	x	x	3.6%	x	-0.1%	0.0%	x	-9.2%	x
